Screening data as filed in PubChem BioAssay.
PfM18AAP inh – blocks P. falciparum M18 aspartyl aminopeptidase. inhibition, % at 7.35 µM. recombinant PfM18AAP, H-Glu-NHMec fluorogenic cleavage. 290,000 compounds, 1.2% hits;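 active = inhibition above the campaign mean inhibition over all tested compounds plus 3 SD, cut at about 28% in these data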;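 also: 0% = plate median of test compound wells and 100% = 2 mM ZnCl2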
SUMO HTRF inh – SUMOylation inhibition; HTRF SUMOylation assay, SAE1/SAE2 + UBC9, in vitro; AID 2006; 290,000 compounds, 0.36% hits; P63279; inhibition, % at 35 µM; in the data active = inhibition above about 50%, passing the limit was not always enough; also: strong numbers were not always called active
MEKK2 mut-MEK5 – signal of MEK5 binding to mutant human MEKK2 PB1 domain; bead flow cytometry, Alexa488-MEK5 binding to MEKK2 mutant; percent response, % at 10 µM; 290,000 compounds, 0.35% hits; AID 1530; in the data active = percent response above about 24%, passing the limit was not always enough; also: inactives centre near 1; some results filed as inactive read as strong as hits; reference of the scale not given here
IDE cell activ – boosts human insulin-degrading enzyme activity in HEK cells; activation, % at 5.96 µM; FAbeta-B cleavage, fluorescence polarization; 0% vehicle, 100% cell-free pure enzyme wells; 340,000 compounds, 0.073% hits;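 active = activation above the mean of all tested compounds plus 3 SD, set per screening campaign, cut at about 17% in these data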
Target sequence (P14735 whole entry, looked up): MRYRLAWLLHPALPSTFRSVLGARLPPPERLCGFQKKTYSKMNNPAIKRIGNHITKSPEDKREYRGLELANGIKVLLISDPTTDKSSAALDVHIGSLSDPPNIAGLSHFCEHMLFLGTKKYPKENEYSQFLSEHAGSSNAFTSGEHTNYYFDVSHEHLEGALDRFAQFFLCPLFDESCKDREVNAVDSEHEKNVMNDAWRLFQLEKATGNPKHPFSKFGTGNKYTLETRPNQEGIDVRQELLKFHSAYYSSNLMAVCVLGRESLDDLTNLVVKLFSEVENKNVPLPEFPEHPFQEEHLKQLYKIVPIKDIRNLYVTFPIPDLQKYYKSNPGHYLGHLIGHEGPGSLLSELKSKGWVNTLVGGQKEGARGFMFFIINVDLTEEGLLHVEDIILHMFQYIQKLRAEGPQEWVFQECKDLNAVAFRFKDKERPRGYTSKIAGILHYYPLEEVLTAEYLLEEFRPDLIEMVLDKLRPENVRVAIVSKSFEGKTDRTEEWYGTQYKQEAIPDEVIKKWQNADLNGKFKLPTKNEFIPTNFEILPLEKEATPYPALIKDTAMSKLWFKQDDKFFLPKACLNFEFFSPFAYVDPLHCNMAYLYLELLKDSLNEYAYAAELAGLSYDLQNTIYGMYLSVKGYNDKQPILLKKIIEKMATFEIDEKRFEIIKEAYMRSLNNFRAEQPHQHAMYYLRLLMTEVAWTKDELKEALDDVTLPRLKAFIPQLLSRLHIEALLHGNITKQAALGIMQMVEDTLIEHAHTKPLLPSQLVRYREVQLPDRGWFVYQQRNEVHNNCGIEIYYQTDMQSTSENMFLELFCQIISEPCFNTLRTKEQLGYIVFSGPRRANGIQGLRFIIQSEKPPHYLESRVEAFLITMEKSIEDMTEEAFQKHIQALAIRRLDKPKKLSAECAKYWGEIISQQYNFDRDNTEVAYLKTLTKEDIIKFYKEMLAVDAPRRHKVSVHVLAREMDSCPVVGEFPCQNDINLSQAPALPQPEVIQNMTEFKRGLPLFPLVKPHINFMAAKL
IDE inh – inhibits human insulin-degrading enzyme in HEK cells | FAbetaB cleavage, fluorescence polarization | inhibition, % at 5.59 µM | 320,000 compounds, 0.41% hits | P14735;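 active = percent inhibition above the average of all tested compounds plus 3 SD, set per screening campaign, cut at about 16% in these data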;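 also: IDE supplied by intact live HEK cells; FP after avidin binding of uncleaved biotin substrate so inhibition keeps polarization high; 0% = DMSO wells and 100% = 60 µM reference IDE inhibitor Ii1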
MEKK3 PB1 HTS – raises or lowers MEK5 binding to the human MEKK3 PB1 domain | Q99759 | bead-based flow cytometry, Alexa488-MEK5 binding to MEKK3; actives lie on both sides; 0 = blocked by unlabeled MEK5, 100 = vehicle | binding response (% of control), % at 10 µM | 290,000 compounds, 1.4% hits | AID 1529;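 active = binding response more than 3 SD above or below the average of its plate-row segment, actives on both sides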;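 also: Alexa488 bead fluorescence after subtracting the streptavidin-only scavenger bead signal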
pCIP destab – compounds decreasing mouse p/CIP protein stability; Q05BA5; F442A p/CIP-EGFP cells, EGFP fluorescence, 16 h; decrease of EGFP signal, % at 10 µM; 290,000 compounds, 0.01% hits;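 active = EGFP signal decrease of at least 30% at 10 µM or well 3 SD below plate mean, unless failing retest; inactive = the rest, including hits failing retest or dose response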; also: some compounds called inactive have numbers as strong as hits; many of its hits are not listed in these tables
NALP1 inh – inhibitors of NALP1 inflammasome in yeast. S. cerevisiae NALP1/ASC/caspase-1 growth, X-gal OD620, 72 h. inhibition, % at 10 µM. AID 2071. 280,000 compounds, 0.61% hits; in the data active = inhibition mostly above about 24%, no sharp cut-off; inactive = mostly below about 32%; also: some compounds called inactive have numbers as strong as hits
MEKK2 WT-MEK5 – raises or lowers MEK5 binding to wildtype human MEKK2 PB1 domain | bead flow cytometry, Alexa488-MEK5 binding to MEKK2 WT; actives lie on both sides | AID 1531 | binding response (% of control), % at 10 µM | Q9Y2U5 | 290,000 compounds, 1.1% hits; in the data active = binding response below about 67% or above about 130%
Active calls of the source: *; · = no result given. A portion of the library (hit frequency here may not be typical).

Start of the data: the first 3 entries, to show the layout:
SMILES	PfM18AAP inh	SUMO HTRF inh	MEKK2 mut-MEK5	IDE cell activ	IDE inh	MEKK3 PB1 HTS	pCIP destab	NALP1 inh	MEKK2 WT-MEK5
COCCn1c(=O)[nH]c2cc(C(=O)Nc3nnc(C)s3)ccc21	4	1	0	4	1	102	10	3	102
CCc1ccc(NC(=O)CCC(=O)c2ccc(C)cc2)cc1	-16	-2	2	-3	-1	111	-8	13	111
CCn1nc(NC(=O)c2ccncc2)c2cc3cccc(C)c3nc21	13	10	2	-2	8	100	-6	-4	97

Main list, repeating the preview:
SMILES	PfM18AAP inh	SUMO HTRF inh	MEKK2 mut-MEK5	IDE cell activ	IDE inh	MEKK3 PB1 HTS	pCIP destab	NALP1 inh	MEKK2 WT-MEK5
COCCn1c(=O)[nH]c2cc(C(=O)Nc3nnc(C)s3)ccc21	4	1	0	4	1	102	10	3	102
CCc1ccc(NC(=O)CCC(=O)c2ccc(C)cc2)cc1	-16	-2	2	-3	-1	111	-8	13	111
CCn1nc(NC(=O)c2ccncc2)c2cc3cccc(C)c3nc21	13	10	2	-2	8	100	-6	-4	97
COc1ccc(C(=O)CCC(=O)NC2=NCCS2)cc1	2	-11	-5	-3	1	105	-8	26	102
O=Cc1ccccc1-n1cccn1	4	13	-7	3	2	100	5	0	98
Cc1cccc(-c2nc(CS(=O)CC(=O)NCc3cccs3)c(C)o2)c1 (stereo not given)	-5	-16	5	7	3	106	0	33	105
O=C(Nc1ccccc1)Nc1n[nH]c2nnc(-c3ccccc3)c(-c3ccccc3)c12	6	8	3	0	6	102	11	8	99
COc1ccc(C)c(-n2c(=O)n(Cc3ccccc3)c(=O)c3[nH]cnc32)c1	1	4	-4	·	2	96	-3	4	99
S=C(Nc1ccccc1)N1CCN(c2ccccn2)CC1	-7	2	-9	6	0	98	-7	-12	94
CCn1ccnc1CN1CCCCC1C(=O)Nc1ccc(Oc2cccnc2)cc1 (stereo not given)	-6	-5	-3	0	-1	96	8	14	99
CCOC(=O)N1CCC(N2C(=O)c3ccccc3C2Nc2ccc(C)cc2)CC1 (stereo not given)	3	12	6	2	5	108	-11	6	112
CCN(CC)CCCN(Cc1cc2ccc(C)c(C)c2[nH]c1=O)C(=O)NC1CCCCC1	-7	10	13	6	0	106	2	23*	123
COC(=O)C(Cc1ccc(O)cc1)NC(=O)CCc1ccco1 (stereo not given)	0	12	1	2	-1	99	-10	-8	101
CCOc1ccc(-c2cc(CCCC(=O)N3CCN(c4ccc(OC)cc4)CC3)no2)cc1	2	8	9	7	1	112	-1	23	115
CCn1c2ccccc2c2cc(NC(=O)c3cccc(OC)c3OC)ccc21	-1	-10	6	9	8	94	-2	27	99
O=C(NCCc1ccccn1)C1CCCN(S(=O)(=O)Cc2ccccc2)C1 (stereo not given)	-4	-4	2	4	2	104	0	10	107
CCN(CC)C(=O)CSc1nc(N)c2c3c(sc2n1)CC(C)CC3 (stereo not given)	-4	11	7	4	-3	105	0	1	103
CCOc1cc(C(=O)OCC(=O)Nc2cc(C)on2)ccc1OCC(C)C	6	22	-1	-4	2	102	10	14	96
CCN(CC)C(=O)c1sc(NC(=O)c2cccnc2)c(C(=O)OC)c1C	3	-2	-1	0	1	104	0	26	107
Cc1ccc(N(CC(=O)NCc2cccnc2)S(C)(=O)=O)cc1C	0	-1	0	-2	-2	105	-7	39	102
O=C(O)C1SCCN1S(=O)(=O)c1ccc2ccccc2c1 (stereo not given)	-7	1	17	-5	5	113	3	-38	124
O=C(/C=C/c1ccccc1Cl)c1ccc(O)cc1	4	8	10	-2	1	112	-1	20	95
Cc1cc(C)nc(SCc2ccc(C(=O)N/N=C/c3ccco3)cc2)n1	2	2	-7	-6	-5	100	0	9	90
Cc1ccc(C(=O)NCCc2nnc3ccc(SCC(=O)N4CCCCC4)nn23)cc1	-2	11	0	4	5	100	16	1	100
COc1ccc(-c2nnn(CC(=O)N(C3CCCC3)C(C)C(=O)NC3CCCC3)n2)cc1OC (stereo not given)	10	23	-1	-1	-5	97	-1	-20	101
Cc1cccc2nc(-c3cccc(NC(=O)c4ccc(Cl)cc4)c3)cn12	-6	21	-4	6	3	108	-5	36	102
COc1cccc(OCCCN2CCCCC2)c1	5	3	5	-1	-2	95	8	5	100
Nc1nc(CN2CCN(Cc3ccc4c(c3)OCO4)CC2)nc(Nc2ccccc2)n1	1	8	5	6	3	106	4	·	107
CCOc1ccccc1/C=c1\sc2nc(-c3ccco3)nn2c1=O	8	0	12	5	-6	104	-21	·	102
NC(=O)C1CC(=O)N(c2ccc(OCc3ccc(F)cc3)cc2)C1 (stereo not given)	2	-2	2	6	2	104	-8	0	102
Cc1cc(C)n2nc(SCC(=O)N(C)c3c(N)n(Cc4ccccc4)c(=O)[nH]c3=O)nc2n1	-3	9	-2	7	3	98	-10	13	101
Cc1ccc(N2C(=N)SCC2=O)cc1Cl	4	0	0	4	11	98	-4	26	99
COC(=O)CC1C(=O)NCCN1C(=O)NC1CCCCC1 (stereo not given)	-1	-2	2	4	8	100	-4	-8	102
Cc1ccc(NC(=O)Cn2ccnc2)cc1C	-1	14	16	0	1	109	1	-8	118
O=C(Nc1ccccc1C(=O)N/N=C/c1ccc(F)cc1)c1ccccc1Br	-3	4	-5	3	0	97	-11	8	97
C=C(C)Cn1c(=O)c(NC(=O)c2ccccc2)c2n(c1=S)CCC2	0	9	-1	1	10	98	-18	4	93
COc1ccc(OC)c(-n2c(-c3cccc(S(=O)(=O)N(C)C)c3)n[nH]c2=S)c1	15	-5	0	-2	1	100	-2	-5	98
Cc1cc(NC(=O)CC2(CC(=O)O)CCCC2)n(C)n1	-13	40	-3	1	1	99	-11	·	98
Cc1c(C(=O)N2CC3(CC(c4cccc(NC(=O)CC(c5ccccc5)c5ccccc5)c4)=NO3)C[C@@H]2C(N)=O)cc([N+](=O)[O-])cc1[N+](=O)[O-] (stereo not given in full)	·	-3	4	-6	2	99	2	·	91
COC(=O)c1ccc(CNC(=O)COC(=O)Cc2ccsc2)cc1	-9	21	1	3	-2	95	6	16	91
S=c1[nH]nc(-c2ccc(Cl)cc2Cl)n1-c1ccc(Cl)cc1	-12	2	-2	-4	5	94	-7	-1	96
Cc1ccc(O)c(CNc2ccc(S(=O)(=O)Nc3nccs3)cc2)c1	-6	20	5	-3	5	115	-3	·	112
CCCCC(=O)NCCc1ccc(OC)cc1	-2	8	3	-2	-1	101	3	7	102
O=C(NNC1CC(=O)N(c2ccc(Br)cc2)C1=O)c1ccco1 (stereo not given)	10	19	-4	1	1	105	-9	4	107
COc1cc(/C=N/NC(=O)CCc2n[nH]c(=O)[nH]c2=O)ccc1O	-4	6	11	3	7	101	-7	5	116
COc1ccc(CCC(=O)NCCc2nc3ccccc3[nH]2)cc1	-5	-1	-13	6	1	86	2	-4	76
CCCS(=O)(=O)N1CCCC(C(=O)NCc2ccc(C)cc2)C1 (stereo not given)	3	-2	-7	1	1	94	-4	35	97
COc1ccccc1N/N=C/c1ccc2c(c1)OCO2	31*	-6	1	5	-4	102	6	38	100
CC(C)Oc1cc(NC(=O)CS(=O)(=O)CC(=O)N(C)C)c(Cl)cc1Cl	-8	-1	2	2	2	103	3	-10	101
Cc1cc(C(=O)N/N=C/c2c(C)[nH]n(-c3ccccc3)c2=O)n[nH]1	11	-8	7	4	3	101	-12	-22	107
(cont.)
SMILES	PfM18AAP inh	SUMO HTRF inh	MEKK2 mut-MEK5	IDE cell activ	IDE inh	MEKK3 PB1 HTS	pCIP destab	NALP1 inh	MEKK2 WT-MEK5
N#CC(c1nc2ccccc2nc1OCCO)S(=O)(=O)c1ccccc1 (stereo not given)	-5	32	-2	3	5	100	-15	15	98
Cc1cc(C)nc(NC(N)=NC(C)c2ccccc2)n1 (stereo not given)	0	16	1	·	-1	103	-12	13	104
CC(=O)Nc1ccc(NC(=O)c2cc(=O)c3ccc(C)cc3o2)cc1	5	-8	3	-3	3	103	-3	-4	104
Cc1ccc(C(=O)NN2C(=O)/C(=C/c3cn(C)c4ccccc34)SC2=S)cc1	-1	-12	-1	-18	3	101	-57	16	71
CC(C)c1ccc2oc(=O)cc(CN3CCOCC3)c2c1	-10	12	9	2	3	103	-7	20	103
CSc1cccc(NS(=O)(=O)c2cccc3nsnc23)c1	1	14	-2	1	5	87	-3	5	88
Oc1ccc(Nc2nc(Cl)nc(NCc3ccco3)n2)cc1	-10	-4	-2	4	0	99	1	-25	102
CCc1nnc(NC(=O)CSc2nc3c(cc2C#N)CCC3)s1	0	18	5	3	6	101	5	11	106
CC(C)(C)c1cc(C(=O)NNc2cc(C(F)(F)F)ccc2Cl)n(Cc2ccccc2)n1	3	-10	5	5	-7	100	4	1	100
CCOc1ccccc1C(=O)Nc1cc(C(=O)NCCc2ccccc2)ccc1Cl	1	-27	-3	5	-4	98	-5	13	94
Cc1ccc(NC(=O)CS(=O)CC(=O)NCCCN(C)c2ccccc2)cc1 (stereo not given)	-1	-6	3	1	-1	92	4	-14	97
O=c1oc2ccc3ccccc3c2c2c1SC(C(F)(F)F)C2 (stereo not given)	-3	8	8	-7	2	124*	0	10	115
O=C(Nc1ccc2ncccc2c1)c1ccccc1Cl	6	8	-9	6	0	94	-4	-4	92
CN1C(=O)[C@H]2[C@@H](C3CC3)N3C(=O)CN(Cc4ccccn4)C(=O)[C@@]3(Cc3ccccc3)[C@H]2C1=O	4	-2	2	5	-1	98	-6	22	104
CCN(CC)CCSc1nc(O)c(-c2ccccc2)c(=O)n1-c1ccccc1	-1	-3	4	1	-4	102	0	1	104
COc1ccc(C(=O)Nc2nc3c(s2)Cc2cc(OC)ccc2-3)cc1	-1	80	2	-4	-2	101	1	9	106
CC1CCCCN1C(=O)Cn1c(=O)oc2cc(S(=O)(=O)N3CCCC3)ccc21 (stereo not given)	-4	22	0	7	-3	96	-2	22	97
Cn1c(=O)c2c(nc(CN3CCN(c4ccccc4)CC3)n2CCc2ccccc2)n(C)c1=O	-6	·	-9	-1	2	95	·	·	94
CCCN(CC(=O)Nc1ccc(C(N)=O)cc1)CC(=O)Nc1ccc(Cl)cc1Cl	2	4	1	2	-1	134*	-4	18	106
CCOC(=O)Cn1c(SC)nc2sc3c(c2c1=O)CC(C)(C)OC3	3	4	0	4	-1	101	4	4	96
O=C(NCc1ccc2c(c1)OCO2)C1CCCN(S(=O)(=O)c2cccs2)C1 (stereo not given)	0	-1	12	0	0	109	4	21	114
CCCCN1C(=O)NC(NC(C)=O)(C(F)(F)F)C1=O (stereo not given)	1	14	11	2	1	102	-9	7	104
O=S(=O)(Cc1ccccc1)N1CCC(N2CCN(c3ccccc3)CC2)CC1	3	-11	5	4	8	133*	0	-1	117
Cc1ccc(S(=O)(=O)N(C)c2cc(S(=O)(=O)N3CCC(C)CC3)c(C)cc2C)cc1	-1	15	-1	4	2	102	-16	16	99
C/C(CC(=O)Nc1ccc(Cl)c(C(F)(F)F)c1)=N\NC(=O)c1cc2ccccc2cc1O	0	20	2	3	4	104	4	-7	106
Cc1ccc2nc(-c3ccccc3)c(NC(=O)c3ccco3)n2c1	2	13	3	1	-6	106	-11	-15	106
COc1ccc(-c2noc(CCC(=O)NCC3CCCO3)n2)cc1 (stereo not given)	0	-2	-9	3	3	91	3	-2	92
Cc1ccccc1CS(=O)(=O)Cc1ccc(C(=O)NCc2ccco2)o1	11	0	·	4	4	·	-30	3	·
CCOC(=O)NC(=O)/C(C#N)=N/Nc1ccc(F)cc1	-9	17	-1	3	1	100	-11	38*	100
CC(CCOC1=NS(=O)(=O)c2ccccc21)NC(=O)C(=O)Nc1ccccc1 (stereo not given)	4	4	-4	3	-3	88	-1	26	80
